Screens from PubChem.
Lipid storage S3 = qHTS Assay for Lipid Storage Modulators in Drosophila S3 Cells; Drosophila S3 cells, BODIPY lipid droplet fluorescence, 18-24 h; cells fed with added oleic acid; AID 2685; actives 0.64% (n = 320,000); Potency in µM for hits, for the others lipid storage change, negative = inhibition, % at the top dose, mostly 46.1 µM; active means well fitted inhibition curve with a large enough effect in the signal ratio, with a control signal flat, not every such curve was filed as active; inconclusive means small, poorly fitted or top-dose-only effect, or effect the other way, or a change in a side signal; the % refers to the signal ratio
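Drosophila S3 cells got compounds at several concentrations plus oleic acid (400 uM solution). Laser-scanning cytometry with 488 nm excitation read lipid droplets at 500-530 nm and cells at 575-640 nm. Percent activity was relative to 20 uM Triacsin C.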
Lipid storage S3 cell count max = further read-out of Lipid storage S3, marked with its call; cell number change, %; measured here: cell count max response;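 cells counted by Cell Tracker Red CMTPX staining in the red channel; peak over a dose series mostly up to 46.1 µM; percent activity relative to internal control wells on each plate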
Numbers without * were called inactive; i = inactive; ? = inconclusive; / = not tested or not shown; [ ] = remark or other dose. On the % scale 0 is the no-effect control and ±100 the full control effect; potency means the concentration at half of the fitted maximal effect.

SMILES	Lipid storage S3	Lipid storage S3 cell count max
COc1ccc(NC(=O)C(Cl)=C(Cl)Cl)cn1	?	/
CC(=O)N(Cc1ccccc1)c1nc(-c2ccccc2)cs1	-5%	18
CCOc1ccc(N(CC(=O)NN=C2CCN(C)CC2)S(C)(=O)=O)cc1	16%	11
CCn1c2ccccc2c2cc(C3C(C#N)=C(N)OC4=C3C(=O)CC(C)(C)C4)ccc21 (centres undefined)	?	/
Cn1c(=O)c(C(=O)NCc2ccc(Cl)cc2)c(O)c2ccccc21	?	/
CCN(C(=O)c1cc(S(=O)(=O)N2CCc3ccccc32)cn1C)c1ccccc1	?	/
CCCCC(CC(O)COCC(C)C)C(=O)NN (centres undefined)	5%	10
CCCCN1C(Nc2ccccc2)=NC[C@@H]1C	?	/
O=C(c1ccco1)N1N=C(c2ccc3nccnc3c2)CC1c1ccccc1 (centres undefined)	3%	14
Oc1ccc(N2CCN(C(=S)NCc3ccccc3)CC2)cc1	13%[9.22 µM]	-11
CCOc1cc(/C=N/n2nnnc2N)ccc1OCc1c(C)no[n+]1[O-]	15%	-1
c1ccc(-c2ncc(CSc3nncn3-c3ccccc3)s2)cc1	?	/
CCC(CC)NC(=O)CN(c1ccccc1OC)S(=O)(=O)c1cccs1	3%	4
CCOc1ccc(/C(O)=C2/C(=O)C(=O)N(CCN(C)C)C2c2ccccc2)cc1Cl (centres undefined)	-7%	-13
CC[C@H](C)[C@@H]1NC(=O)c2cc([N+](=O)[O-])cc(F)c2OCC[C@@H](C(N)=O)NC(=O)[C@H](CCCCN)NC1=O	4%	-17
c1ccc(NC(=NCc2ccco2)c2ccccc2)cc1	0%	0
Cc1ccsc1C1C(C#N)=C(N)N(N(C)C)C2=C1C(=O)CC(C)(C)C2 (centres undefined)	13%	-16
O=C(Nc1ccc(CN2CCS(=O)(=O)CC2)cc1)c1ccc(Cl)cc1	?	/
COc1cccc(C(=O)C[n+]2ccccc2/C=N/O)c1	?	/
Cc1ccc(C)c(CSc2nnc([C@@H](N)C(C)C)o2)c1	?	/
COc1cc(/C=C2/C(=N)N3OC(C)=CC3=NC2=O)ccc1OC(=O)c1ccco1	?	/
COc1cc2c(cc1OC)C(C(=O)Nc1cc(C)c(OC)c(C)c1)CC(=O)N2 (centres undefined)	i	-19
Cc1ccc(OCC(=O)NNC(=O)Cn2nnc(-c3ccccc3)n2)cc1	?	/
CN(C)CCN1CC(O)=C(c2nc3ccccc3s2)C1=N	13%	4
Cc1cc(NC(=O)C2CCCO2)ccc1Br (centres undefined)	2%[9.22 µM]	1
CCc1ccc(OCC(=O)N/N=C2\CC(=O)c3ccccc32)cc1	i	/
O=C(c1ccccc1)N(Cc1ccco1)C1CCS(=O)(=O)C1 (centres undefined)	-10%	-21
Cc1cc(C)cc(NS(=O)(=O)c2ccc(NC(=S)NC(=O)c3ccc(Br)o3)cc2)c1	?	/
COc1ccc(S(=O)(=O)NCC2CCCN(C(=O)C3CCCC3)C2)cc1 (centres undefined)	?	/
CCOc1ccccc1NC(=O)CS(=O)(=O)c1cn(CC(=O)N2CCOCC2)c2ccccc12	?	/
Cc1ccc(S(=O)(=O)N(C)C)cc1NC(=O)COC(=O)c1sc2cc(Cl)ccc2c1Cl	1.5µM*	-27*
CCCOc1ccc(/C(CC)=N/NC(=O)C2(C)CC2(Br)Br)cc1 (centres undefined)	?	/
O=C(CN1C(=O)C2CCCCC2C1=O)Nc1nc2ccc(F)cc2s1 (centres undefined)	20%	11
COc1cc(C(=O)Nc2cccc(-c3nc4cc(C)ccc4o3)c2)cc(OC)c1OC	14%	1
CCCCOc1ccc(NC(=O)c2cc(F)c(F)cc2Cl)cc1	27%	/
CCC(C)c1ccccc1N1CC(C(=O)NCCc2ccc(OC)c(OC)c2)CC1=O (centres undefined)	19%	22
Cc1ccccc1/C=C/c1nc2ccccc2c(=O)[nH]1	?	/
COc1ccc(CCC(=O)Nc2ccc(S(=O)(=O)N3CCCC3)cc2)cc1OC	?	/
Cc1nc2ccccc2c(=O)n1NCc1cc(Br)cs1	?	/
COc1ccc(C)cc1-n1nnnc1SCC(=O)Nc1cc(C)on1	0%	-8

No new results follow: an excerpt of the list.
SMILES	Lipid storage S3	Lipid storage S3 cell count max
CCOc1ccccc1NC(=O)CS(=O)(=O)c1cn(CC(=O)N2CCOCC2)c2ccccc12	?	/
Cc1ccc(S(=O)(=O)N(C)C)cc1NC(=O)COC(=O)c1sc2cc(Cl)ccc2c1Cl	1.5µM*	-27*
CCCOc1ccc(/C(CC)=N/NC(=O)C2(C)CC2(Br)Br)cc1 (centres undefined)	?	/

An excerpt from above in order of the Lipid storage S3 value, falling.
mol	Lipid storage S3
CCCCOc1ccc(NC(=O)c2cc(F)c(F)cc2Cl)cc1	27%
CCC(C)c1ccccc1N1CC(C(=O)NCCc2ccc(OC)c(OC)c2)CC1=O (centres undefined)	19%
CN(C)CCN1CC(O)=C(c2nc3ccccc3s2)C1=N	13%
O=C(c1ccccc1)N(Cc1ccco1)C1CCS(=O)(=O)C1 (centres undefined)	-10%

Back to the main list, starting three compounds before the break.
SMILES	Lipid storage S3	Lipid storage S3 cell count max
COc1ccc(CCC(=O)Nc2ccc(S(=O)(=O)N3CCCC3)cc2)cc1OC	?	/
Cc1nc2ccccc2c(=O)n1NCc1cc(Br)cs1	?	/
COc1ccc(C)cc1-n1nnnc1SCC(=O)Nc1cc(C)on1	0%	-8
COc1ccc(S(=O)(=O)Nc2ccc(OCC(=O)O)cc2)c2ccccc12	?	/
O=C1NC(c2ccccc2Cl)=N/C1=C/c1ccco1	13%	-1
CN(C)S(=O)(=O)c1cccc(C(=O)Nc2ccc(Cl)cn2)c1	?	/
O=C(NNc1ccccn1)c1ccccc1CC[N+](=O)[O-]	?	/
COC(=O)c1ccc(CN(C)S(=O)(=O)c2cccs2)cc1	1%	27
CO/N=C(/CS(=O)(=O)Cc1ccccc1Cl)c1ccc(Cl)cc1Cl	?	/
CCCC(=O)NCc1ccc2c(c1)cc(C)n2C	-14%	-17
CCN(CC(=O)Nc1ccccc1C(F)(F)F)C(=O)C1CCN(C(=O)Nc2ccccc2)CC1	?	/
O=S(=O)(NC1c2cccc3cccc(c23)C1Sc1ncccn1)c1ccccc1 (centres undefined)	-13%	4
COc1cccc(NC(=O)CSc2nc(C3CC3)nc3ccccc23)c1	?	/
Cc1ccc(CNS(=O)(=O)c2ccc3c(c2)NC(=O)C(C)S3)cc1 (centres undefined)	?	/
COc1cc(/C=C/C(=O)/C=C(O)/C=C/c2ccc(O)c(OC)c2)ccc1O	?	/
COc1ccc(CCNC(=O)COC(=O)Cn2cnc3ccccc3c2=O)cc1	-7%	6
Cc1cc([N+](=O)[O-])nn1Cc1noc(C(=O)NCc2ccc3c(c2)OCO3)n1	?	/
COc1ccc(-n2c3c(cc(C(=O)Nc4cccc(C)n4)c2=O)C(=O)CC(C)(C)C3)cc1	-11%	3
O=C(COC(=O)c1ccco1)NCc1ccc(F)cc1	?	/
CC(c1ccccc1)c1nnc(NC(=O)Nc2ccccc2)s1 (centres undefined)	i	-25
COc1cc(C)c(N(C(C)=O)c2ccccc2)c(C)c1	16%	-11
O=[N+]([O-])c1ccc(NC(=S)NCc2ccc(F)cc2)cc1	?	/
COc1ccc(-c2nnc3sc(CCN4C(=O)c5ccccc5C4=O)nn23)cc1	?	/
COc1ccc2c(N)c(C(=O)NN)[nH]c2c1	27%	21
CC(C(=O)NCC1CCCO1)n1cc([N+](=O)[O-])cn1 (centres undefined)	-19%	-10
COc1ccc(-n2cnc3cc(NC(=O)c4ccco4)ccc32)cc1	?	/
O=C(Nc1nnc(C2CC2)o1)c1ccc(S(=O)(=O)N2CCCc3ccccc32)cc1	?	/
C[C@H](NC(=O)N1CCn2c1nc1ccccc12)C(=O)NCc1ccc(F)cc1	-43%	19
COc1ccccc1OCC(=O)Nc1ccc2c(c1)OCCO2	?	/
CN(CC(=O)Nc1ccccc1Br)C(=O)c1sccc1-c1ccccc1	?	/
Nc1nc(-c2ccc(Cl)cc2)cc(C(F)(F)F)n1	?	/
COc1ccc(N(C(=O)Cn2nnc(-c3ccccc3F)n2)C(C(=O)NCC2CCCO2)c2ccc(Cl)cc2)cc1 (centres undefined)	-8%	2
CCCN1CCC(NC(=O)C2CCN(C(C)=O)CC2)CC1	8%	20
N#Cc1ccc(N2CCOCC2)c([N+](=O)[O-])c1	11%	-14
COc1ccc(CN=C(C)c2c(C(F)(F)F)[nH]n(-c3nc4ccccc4s3)c2=O)cc1	?	/
Cc1ccsc1C(=O)N1CCCC(CCC(=O)N2CCN(c3ccccn3)CC2)C1 (centres undefined)	-11%	0
CCCCOC(=O)c1ccc(NC(=O)CSCc2n[nH]c(=O)[nH]2)cc1	?	/
OCCN(CC(O)COc1ccccc1)CC(O)Cn1ccc2ccccc21 (centres undefined)	-4%	17
Cc1nn(CC(=O)NCCc2ccccc2)c(=O)c2ccccc12	?	/
Cc1cccc(Cc2nnc(CCC(=O)NCc3cnc4ccccn34)o2)c1	0%	10
O=C(NCCSCc1ccccc1)c1ccc(C2SCC(=O)N2Cc2ccccc2)cc1 (centres undefined)	?	/
COCc1cc(C)nc(SCC(=O)Nc2ccc3c(c2)OCCO3)c1C#N	24%	17
CCCSC1C(C)=C(C)C(=O)N1Cc1ccccc1 (centres undefined)	?	/
O=C(CCC(=O)Nc1ccc(F)cc1)N/N=C/c1cc([N+](=O)[O-])ccc1O	?	/
Cc1cc(Br)c2c(c1)C1(OCCO1)C(=O)N2	2%	13
O=[N+]([O-])c1ccccc1S(=O)(=O)N1CCCCC1	3.7µM*	/
COc1ccc(CNC(=O)CCSc2nc(-c3ccc4c(c3)OCO4)cc(C(F)(F)F)n2)cc1	?	/
COc1ccc(NC(=O)c2cc(-c3cccs3)on2)cc1	?	/
COc1ccc(CCNc2ncnc3c2nnn3Cc2ccccc2)cc1OC	10%	-12
Nc1c(NCCN2CCCCC2)c2ccccc2oc1=O	-8%[9.22 µM]	-5
CCOC(=O)c1sc(NC(=O)CN2CCN(c3ccc(OC)cc3)CC2)nc1C	?	/
COc1ccccc1C(=O)NCCC(=O)NCCOc1ccccc1	?	/
O=C(O)c1ccc(NS(=O)(=O)c2cc(Cl)ccc2Cl)cc1O	?	/
Cc1ccccc1N1C(=O)C2C3C=CC(CC3)C2C1=O (centres undefined)	0%	2
COc1cc(C)ccc1OCCOc1c(Cl)cc(Cl)cc1Cl	?	/
COc1ccc(C(c2nnnn2C2CCCC2)N2CCC(C(N)=O)CC2)c(OC)c1 (centres undefined)	4%	22
CCC(C)NC(=O)[C@H]1N2C(=O)c3c(ccc(OC)c3OC)C2SC1(C)C (some centres undefined)	?	/
CCN(CC)S(=O)(=O)c1ccc(Cl)c(NC(=O)COC(=O)/C=C/c2cc(OC)c(OC)c(OC)c2)c1	?	/
CCN1C(=NCC(C)C)N[C@@H](c2cccc(F)c2)C(C(=O)OC)=C1C	?	/
CCN1C(=O)[C@H]2[C@@H](c3ccc(-c4ccc(F)cc4)cc3)N[C@@](Cc3ccccc3)(C(=O)OC)[C@H]2C1=O	12%	-25
CC1(C)CC(NC(=O)c2ccccc2C(=O)NC2CC(C)(C)NC(C)(C)C2)CC(C)(C)N1	0%	2
CC(c1ccco1)N(C(=O)CSc1ccc(Br)cc1)c1ccccn1 (centres undefined)	?	/
CCCCN(CCCC)CCCN1CC(=O)N2[C@@H](Cc3c([nH]c4ccccc34)C2(C)C)C1=O	8%	13

Some of these compounds in order of formula weight, descending.
SMILES	Lipid storage S3	Lipid storage S3 cell count max
CCN1C(=O)[C@H]2[C@@H](c3ccc(-c4ccc(F)cc4)cc3)N[C@@](Cc3ccccc3)(C(=O)OC)[C@H]2C1=O	12%	-25
CCCCN(CCCC)CCCN1CC(=O)N2[C@@H](Cc3c([nH]c4ccccc34)C2(C)C)C1=O	8%	13
CC1(C)CC(NC(=O)c2ccccc2C(=O)NC2CC(C)(C)NC(C)(C)C2)CC(C)(C)N1	0%	2
CCC(C)NC(=O)[C@H]1N2C(=O)c3c(ccc(OC)c3OC)C2SC1(C)C (some centres undefined)	?	/
COc1ccc(NC(=O)c2cc(-c3cccs3)on2)cc1	?	/

Other entries follow:
SMILES	Lipid storage S3	Lipid storage S3 cell count max
Cc1ccc(-c2cc(C(=O)N/N=C/c3ccccc3O)n[nH]2)o1	?	/
Cc1ccc(-c2c(C)n([O-])c3c([n+]2=O)CCC3)o1	?	/
N#Cc1ccccc1OCC(=O)OCC(=O)c1ccc2c(c1)NC(=O)CO2	?	/
Cc1ccc(NC(=O)CN(c2ccccc2)S(=O)(=O)N(C)C)cc1	19%	0
O=C(NCCCN1CCN(c2ccccc2F)CC1)C1CC(=O)N(C2CCCC2)C1 (centres undefined)	5%	-6
CC(Oc1ccc(Cl)cc1Cl)C(=O)Nc1ccc(O)cc1 (centres undefined)	?	/
C=CCOC(=O)C1=C[C@H](C2CC2)[C@@H](CCCO)[C@H](OCC)O1	-13%	1
COc1cc(C2C(C(=O)c3ccc(C)o3)=C(O)C(=O)N2CCCn2ccnc2)cc(OC)c1OC (centres undefined)	?	/
CCN(CC(=O)Nc1c(F)cccc1F)C(=O)C1CCCN(C(=O)c2ccc(Cl)cc2)C1 (centres undefined)	?	/
Cc1cc(NCCO)c2cc(O)ccc2n1	?	/
Cc1ccsc1/C=N/NC(=O)Cc1cccn1C	?	/
CC(=O)C(Sc1nc(NC(C)(C)C)nc(N(C)C)n1)C(C)=O	?	/
CCOc1ccccc1-c1nc(CN2CCN(C(=O)c3ccco3)CC2)c(C)o1	17%	13
COc1ccc(S(=O)(=O)Nc2c(F)cccc2F)cc1	21%	4
COc1ccccc1/C=C/C(=O)OCC(=O)Nc1ccccc1Sc1ccccc1	?	/
COc1cccc(NC(=O)N2CCOCC2)c1	?	/
Cc1cccc2[nH]c(CN(C)C(=O)C3CCC(=O)N(C4CC4)C3)nc12 (centres undefined)	?	/

A portion of the library (hit frequency here may not be typical).
